Source: PubChem
FH mod: Identification of activators of human fumarate hydratase by quantitative high-throughput screening. Fumarate hydratase, mitochondrial (Homo sapiens), P07954. FH coupled MDH/diaphorase resazurin fluorescence, 15 min. Potency, µM (doses to about 79.9 µM), for inactives: at the highest dose activity change, negative = inhibition, hits mostly inhibitors. actives 0.22% (n = 54,000). AID 1347055, 2019; also: potency is read from the fitted curve at half-maximal effect; % is scaled to controls: 0 for no effect and ±100 for the full control effect; the screen sought activators but most active calls are inhibition curves; nearly all actives have a fitted effect of over 45% in size
B2AR arrestin ag: ADRB2 beta-arrestin recruitment | HTLA Tango cells, beta-arrestin recruitment, luciferase luminescence, 18 h | Potency, µM (doses to about 46.1 µM), without a hit: at the top dose activation, actives largely listed as activators | 44,000 tested, under 10 active | AID 1347077;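 also: potency is read from the fitted curve at half-maximal effect; 0% = DMSO and full agonism = EC100 isoproterenol or metaproterenol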
Target sequence (P07550 whole entry, looked up): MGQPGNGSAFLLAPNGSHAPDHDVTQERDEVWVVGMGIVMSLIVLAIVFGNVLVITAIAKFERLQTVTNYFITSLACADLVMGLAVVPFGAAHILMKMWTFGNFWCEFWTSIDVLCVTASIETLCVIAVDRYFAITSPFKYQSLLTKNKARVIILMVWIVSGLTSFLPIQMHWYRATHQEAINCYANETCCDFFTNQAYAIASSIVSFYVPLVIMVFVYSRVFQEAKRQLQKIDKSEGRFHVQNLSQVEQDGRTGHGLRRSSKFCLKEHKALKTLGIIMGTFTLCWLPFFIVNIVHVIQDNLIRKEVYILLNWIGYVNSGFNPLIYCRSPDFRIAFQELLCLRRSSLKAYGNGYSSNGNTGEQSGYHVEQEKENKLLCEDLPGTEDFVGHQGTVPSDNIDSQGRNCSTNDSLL
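Tango cell line, 1% FBS DMEM; cpd titration up to 46 microM; 18 hr, 37 degrees C, 5% CO2. Luciferin/ATP substrate mix added, 15 min RT, luminescence. %Activity, CRC fitting, curve-class categorization.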
p53null 39C kill: selectivity test: cytotoxicity in p53 null cells, nonpermissive temperature. Potency, µM (highest dose often 46.1 µM), for the others: top-dose activity, negative = cell killing, actives largely listed as cytotoxic. AID 904. actives 0.97% (n = 55,000). H1299 p53-null (neo) cells, 39C, ATPlite viability, 24 h;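 also: potency is read from the fitted curve at half-maximal effect; 0% = DMSO only and -100% = full killing by 100 µM tamoxifen; nearly all actives have a fitted effect of over 50% in size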
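Temperature-shift cytotoxicity format: compound titrations on p53-null or A138V-expressing H1299 cells held 24 hr at 39C, cell ATP then measured, AC50 from Hill model.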
p53null 32C kill: selectivity test: cytotoxicity in p53 null cells, permissive temperature; AID 903; H1299-neo p53 null cells, ATP luminescence, 24 h, 32C; actives 0.62% (n = 55,000); Potency, µM (titrated, usually from 46.1 µM), for inactives: top-dose activity change, negative = cytotoxicity, actives largely listed as cytotoxic;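 also: potency is read from the fitted curve at half-maximal effect; 0% = DMSO only and -100% = full killing by 100 µM tamoxifen; nearly all actives have a fitted effect of over 55% in size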
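AC50 values derive from Hill modelling of qHTS concentration-response data (up to 46 uM) in H1299-neo cells. Cells were treated 24 h at 32C following overnight attachment at 37C; viability was read as cellular ATP.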
PTAP-TSG101 blk: inhibitors of HIV-1 PTAP binding to human TSG101, validation; Q99816; Fluorescence polarization, FITC-PTAP peptide/Tsg101, 20 min; Potency, µM (highest dose often 115 µM), for inactives: at the top dose activity change, negative = inhibition, most hits filed as inhibitors; 44,000 tested, under 10 active; AID 1347069; also: potency is read from the fitted curve at half-maximal effect; 0% is about no effect
Target sequence (Q99816 whole entry, looked up): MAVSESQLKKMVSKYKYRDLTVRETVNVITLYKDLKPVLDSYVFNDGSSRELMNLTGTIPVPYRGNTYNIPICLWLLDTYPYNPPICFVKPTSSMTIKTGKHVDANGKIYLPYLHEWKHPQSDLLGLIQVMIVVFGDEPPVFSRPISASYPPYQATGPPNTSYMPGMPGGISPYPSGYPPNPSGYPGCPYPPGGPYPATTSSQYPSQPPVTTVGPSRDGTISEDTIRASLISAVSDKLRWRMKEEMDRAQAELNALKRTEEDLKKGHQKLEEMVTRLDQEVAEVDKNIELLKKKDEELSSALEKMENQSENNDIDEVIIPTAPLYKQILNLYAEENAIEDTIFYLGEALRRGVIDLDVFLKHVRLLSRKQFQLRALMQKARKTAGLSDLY
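Read-out is FITC fluorescence polarization. Compounds were added to Tsg101 binding domain (10 uM final), then FITC-PTAP peptide (50 nM final), 20 min at r.t. Total S+P intensity flags fluorescent compounds.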
NTMT1 inh: blocks human N-terminal methyltransferase 1 activity; Q9BV86; NTMT1 MTase-Glo SAH luminescence, purified enzyme; Potency, µM (top dose mostly 114 µM), for inactives: at the top dose activity change, negative = inhibition, hits mostly inhibitors; actives 2.5% (n = 59,000);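 also: potency is read from the fitted curve at half-maximal effect; plate controls were DMSO vehicle for no effect and no enzyme for full effect; nearly all actives have a fitted effect of over 65% in size; many of its hits are not listed in these tables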
Target sequence (Q9BV86 whole entry, looked up): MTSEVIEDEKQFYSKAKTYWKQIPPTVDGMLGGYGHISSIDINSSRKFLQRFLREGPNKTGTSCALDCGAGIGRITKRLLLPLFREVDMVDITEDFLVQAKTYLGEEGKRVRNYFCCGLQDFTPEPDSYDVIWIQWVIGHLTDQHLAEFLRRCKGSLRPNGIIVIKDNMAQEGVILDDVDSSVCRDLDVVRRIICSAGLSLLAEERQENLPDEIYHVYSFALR
GALK inhibitor: inhibitors of human galactokinase (GALK) | P51570 | recombinant GALK, Kinase-Glo ATP luminescence, 1 h | Potency, µM (titrated, usually from 57.5 µM), without a hit: at the highest dose activity, negative = inhibition, actives largely listed as inhibitors | 44,000 tested, under 10 active | AID 1347072;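 also: plate controls were full GALK reaction for no effect and reaction lacking GALK for full effect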
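Luminescent ATP-depletion readout (Kinase-Glo Plus, 10 min) after 1 h RT reaction of 5 nM GALK, 35 uM ATP, 100 uM galactose, pH 8.0 HEPES buffer. Decreased kinase activity scored as inhibition.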
* = called active by the depositor; ? = inconclusive. Calls follow the shape of the dose curve; as a rule, active = well fitted curve in the direction sought with a large enough effect; inconclusive = small, poorly fitted or top-dose-only effect, or another doubt; inactive = no such curve, though single readings can be large; an effect the other way counts as inactive or inconclusive. Some of the compounds tested. The share of hits here may be higher or lower than overall.

SMILES	FH mod	B2AR arrestin ag	p53null 39C kill	p53null 32C kill	PTAP-TSG101 blk	NTMT1 inh	GALK inhibitor
COc1cc(C(=O)Nc2nnc(CC(C)(C)C)s2)cc(OC)c1OC	-11%	0%	13%	6%	-3%	-18%	3%
O=C(COc1ccc(Br)cc1Br)Nc1ccc(S(=O)(=O)Nc2ncccn2)cc1	-7%	?	15%	-6%	-5%	-2%	3%
Cc1oc(-c2ccccc2F)nc1CS(=O)(=O)CC(=O)NCCc1ccc(Cl)cc1	-18%	-2%	-22%	-12%	0%	-17%	8%
CCOc1ccc(CCNC(=O)c2cnc3sc(N(CC)CC)nn3c2=O)cc1OCC	-14%	1%	-4%	-5%	-4%	-15%	2%
COc1ccc(C2=C(C)C(=NCCCN3CCN(c4cc(Cl)ccc4C)CC3)NS2(=O)=O)cc1	-20%	-1%	-14%	2%	-4%	2%	-13%
CC(C)CN(CCCNC(=O)CN1C(=O)COc2ccc(S(=O)(=O)N3CCCCCC3)cc21)CC(C)C	-15%	0%	?	-1%	1%	?	3%
CCn1c(NCc2ccc(OC)cc2)nc2ccccc21	-6%	-1%	?	-20%	-3%	3%	1%
Cc1ccc(CNC(=O)CCn2ccc3cc(S(=O)(=O)N4CCCC4)ccc32)cc1	-3%	0%	-3%	-10%	2%	-19%	2%
Cc1cc(C)c(S(=O)(=O)NCCc2cc3cc(C)c(C)cc3[nH]c2=O)c(C)c1	?	0%	-26%	6%	-3%	-11%	2%
O=S(=O)(NCc1ccc(F)cc1)c1ccc(N2CCCCS2(=O)=O)cc1	-7%	1%	1%	3%	0%	0%	-2%
CCCCCn1c(=O)[nH]c2cc(C(=O)N3CCN(c4cccc(C)c4)C(C)C3)ccc2c1=O (centres undefined)	-8%	-2%	-8%	-5%	-3%	?	-5%
CCN(CC)c1ccc(NC(=O)CN2CCN(c3ccccc3OC)CC2)cc1	-13%	1%	8%	7%	3%	-11%	0%
CCC(Sc1nc2c(sc3ccccc32)c(=O)n1CCc1ccccc1)C(=O)N(CC)CC (centres undefined)	-4%	-2%	29%	3%	-11%	4%	-4%
Cc1ccc(NC(=O)c2ccc3oc(=O)c(S(=O)(=O)c4ccccc4)cc3c2)cc1C	-16%	1%	1%	-4%	-4%	-1%	-2%
Cc1cc(C)cc(Nc2ncnc3c2nc2n3CCCC2)c1	0%	0%	-7%	-3%	-2%	?	4%
O=C(Cn1c(=O)n(Cc2ccc(C(=O)NCc3ccccc3Cl)cc2)c(=O)c2ccccc21)Nc1ccc(F)cc1	-8%	-1%	-7%	5%	1%	-2%	2%
CCCS(=O)(=O)NCCc1sc2nc(-c3ccc(Cl)cc3)nn2c1C	-2%	-3%	-1%	-13%	1%	17%	-2%
CCc1ccccc1NC(=O)C1CCN(C(=O)N2CC(C)Oc3ccc(Cl)cc32)CC1 (centres undefined)	-2%	-1%	-12%	0%	-5%	-23%	2%
CCN1CCN(CCCNC(=O)c2cnn(-c3ccccc3Cl)c2C2CCN(C(=O)OC(C)(C)C)CC2)CC1	8%	0%	23%	21%	-2%	1%	1%
CN(CC(=O)Nc1cccc(Cl)c1)S(=O)(=O)c1ccc2[nH]c3c(c2c1)CCCC3	?	-1%	?	-2%	2%	0%	-5%
CCOC(=O)c1c(NC(=O)C(C)Oc2ccc(Cl)c(C)c2)sc2c1CCCC2 (centres undefined)	-3%	-2%	2%	2%	0%	-2%	0%
CC(C)(C)C(=O)Nc1nc2nc(-c3ccccc3)cc(=O)n2[nH]1	-2%	-2%	-23%	-12%	11%	6%	0%
Cc1cccc(N2CCN(c3ncnc4onc(C)c34)CC2)c1C	-7%	0%	0%	-2%	-1%	-1%	3%
O=C(CN1C(=O)c2ccccc2Sc2ccc(C(=O)N3CCOCC3)cc21)Nc1ccc(Cl)cc1F	6%	0%	-1%	9%	0%	3%	0%
CCC(C(=O)Nc1cc(OC)ccc1OC)n1c(C)c2cnn(-c3ccccc3)c(=O)c2c1C (centres undefined)	-16%	-1%	-11%	6%	1%	0%	2%
Cn1ccc2cc(S(=O)(=O)N3CCCC(C(=O)NCc4ccccc4)C3)ccc21 (centres undefined)	5%	0%	?	5%	-4%	9%	0%
CCOc1ccc(CCNC(=O)c2ccc3c(c2)c(C)c(C)n3C)cc1	16µM*	1%	25%	-1%	0%	?	3%
Cc1ccccc1-n1c(SCC(=O)Nc2ccc(Cl)cc2Cl)nc(O)cc1=O	0%	0%	-11%	19%	-1%	-15%	4%
CC1=C(C(=O)Nc2ccccc2Br)C2(CCC(C)CC2)OC1=O (centres undefined)	-4%	1%	-10%	-1%	-9%	11%	0%
Cc1ccc(NC(=O)C2CCCN(S(=O)(=O)c3c(C)n[nH]c3C)C2)cc1Cl (centres undefined)	-5%	0%	-17%	-1%	-1%	?	-1%
O=C(c1ccc2c(c1)N(Cc1ccccc1)C(=O)c1ccccc1S2(=O)=O)N1CCN(c2ccccn2)CC1	-19%	1%	-1%	-3%	-13%	18%	0%
Cc1oc(-c2ccccc2Cl)nc1CS(=O)(=O)CC(=O)NCc1ccc(F)cc1	-11%	1%	-10%	-11%	0%	-2%	8%

Reprinted from above for reference:
SMILES	FH mod	B2AR arrestin ag	p53null 39C kill	p53null 32C kill	PTAP-TSG101 blk	NTMT1 inh	GALK inhibitor
CCC(C(=O)Nc1cc(OC)ccc1OC)n1c(C)c2cnn(-c3ccccc3)c(=O)c2c1C (centres undefined)	-16%	-1%	-11%	6%	1%	0%	2%
Cn1ccc2cc(S(=O)(=O)N3CCCC(C(=O)NCc4ccccc4)C3)ccc21 (centres undefined)	5%	0%	?	5%	-4%	9%	0%
CCOc1ccc(CCNC(=O)c2ccc3c(c2)c(C)c(C)n3C)cc1	16µM*	1%	25%	-1%	0%	?	3%
Cc1ccccc1-n1c(SCC(=O)Nc2ccc(Cl)cc2Cl)nc(O)cc1=O	0%	0%	-11%	19%	-1%	-15%	4%

Next records follow.
SMILES	FH mod	B2AR arrestin ag	p53null 39C kill	p53null 32C kill	PTAP-TSG101 blk	NTMT1 inh	GALK inhibitor
Cc1cccc(N2CCN(c3nc4ccccc4c4nc(-c5ccccc5)nn34)CC2)c1C	-20%	0%	2%	-5%	1%	-10%	1%
CC(C)c1ccc(NC(=O)c2ccc3c(c2)CCN3S(=O)(=O)c2ccccc2)cc1	-22%	-1%	-18%	3%	-2%	19%	0%
Cc1ccc(CNC(=O)CCC(=O)N2CC(C)Sc3ccccc32)cc1 (centres undefined)	0%	0%	-18%	1%	0%	?	-7%
CCC(=O)N1CCc2cc(Br)cc(S(=O)(=O)NCCc3ccc(OC)c(OC)c3)c21	-7%	-1%	-11%	-3%	2%	-24%	-5%
COCCCNC(=O)Cn1cnc2sc(C)c(S(=O)(=O)N3CCC(C)CC3)c2c1=O	1%	-2%	2%	0%	0%	7%	6%
CCOC(=O)c1ccc(NC(=O)CCC(=O)N2CCSc3ccccc32)cc1	-20%	0%	-18%	5%	3%	4%	5%
CC1=C(C(N)=O)C(c2cccc(C)c2)n2nc(-c3ccc(Cl)cc3)nc2N1 (centres undefined)	0%	1%	?	?	0%	5%	-4%
COc1ccc(CC(=O)Nc2c(C(=O)Nc3ccccc3F)oc3ccccc23)cc1	4%	-2%	-7%	-9%	1%	17%	8%

(list continues)
Structure | FH mod | B2AR arrestin ag | p53null 39C kill | p53null 32C kill | PTAP-TSG101 blk | NTMT1 inh | GALK inhibitor
O=C(Cn1c(=O)nc(-c2ccccc2)c2ccccc21)NCCc1ccccc1 | 10% | 1% | 4% | -6% | 0% | 7% | -5%
Cc1ccc(NC(=O)N(Cc2c[nH]c3ccccc23)C2CCCCCC2)cc1C | -11% | -2% | -5% | -16% | -2% | ? | -1%
Cc1cccc(C(=O)N2CCc3cc(CNC(=O)Cc4ccc(F)cc4)ccc32)c1 | -17% | -3% | -2% | -27% | -1% | -3% | 0%
O=C(Nc1ccccc1C(=O)OCc1cc(=O)n2c3c(sc2n1)CCCC3)c1ccc(F)cc1 | -31% | 0% | 15% | -1% | -4% | ? | 4%
CC(C)CCNC(=O)Nc1ccc2c(c1)N(C)C(=O)c1ccccc1S2 | -26% | -3% | -9% | 2% | 1% | -5% | 3%
CCOC(=O)c1c(C)c(C(=O)NCc2ccc(Cl)cc2)c(C)n1CC | -6% | 0% | -4% | -6% | 3% | 13% | -1%
Cc1ccc(C2CCN(C(=O)c3cnn(-c4ccc(C)cc4)c3C3CCN(C(=O)OC(C)(C)C)CC3)C2)cc1 (centres undefined) | -11% | 0% | 3% | -2% | -7% | -6% | 0%
CN(C)c1ccc(NC(=O)CSc2nc3ccsc3c(=O)n2CCCCCC(=O)O)cc1 | -3% | -3% | 14% | -6% | -1% | -7% | -1%

Full records, looked up by structure.
Shown for Cc1ccccc1-n1c(SCC(=O)Nc2ccc(Cl)cc2Cl)nc(O)cc1=O = FH mod = 0%; B2AR arrestin ag = 0%; p53null 39C kill = -11%; p53null 32C kill = 19%; PTAP-TSG101 blk = -1%; NTMT1 inh = -15%; GALK inhibitor = 4%
Shown for CCN(CC)c1ccc(NC(=O)CN2CCN(c3ccccc3OC)CC2)cc1 = FH mod = -13%; B2AR arrestin ag = 1%; p53null 39C kill = 8%; p53null 32C kill = 7%; PTAP-TSG101 blk = 3%; NTMT1 inh = -11%; GALK inhibitor = 0%

(continued)
Structure | FH mod | B2AR arrestin ag | p53null 39C kill | p53null 32C kill | PTAP-TSG101 blk | NTMT1 inh | GALK inhibitor
Cc1c(Cl)cccc1NC(=O)Cn1cnc(S(=O)(=O)N2CCCC2)c1 | 22% | 4% | -17% | -10% | 0% | 3% | 1%
Cc1ccc2onc(CNC(=O)NCc3cccc(Cl)c3)c2c1 | 4% | 0% | -18% | -11% | -3% | 9% | ?
Cc1cccc(N2CCN(c3ncnc4onc(-c5ccc(F)cc5)c34)CC2C)c1 (centres undefined) | -3% | 0% | -4% | 6% | 3% | -2% | 0%
CN(c1ccccc1)S(=O)(=O)c1nnc(NC(=O)C2CCCCC2)s1 | -4% | 2% | ? | ? | -3% | 8% | 0%
CCN(C(=O)Cn1nc(Cc2ccncc2)c2ccccc2c1=O)c1cccc(C(F)(F)F)c1 | 7% | 0% | -11% | 2% | -3% | 5% | 6%
CCOC(=O)c1c(C)oc2nc(C)nc(NCc3ccc(F)cc3)c12 | -9% | 0% | -14% | 7% | 24% | -7% | 1%
